COUP-TFII inh = blocks human COUP-TFII nuclear receptor. HEK293T NGFI-A luciferase reporter, luminescence. 0.7% of 370,000 active. P24468. inhibition, % at 8.6 µM;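 active = inhibition above a per-plate cutoff, mean inhibition of test wells between control levels plus 3 SD, cut at about 38% in these data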;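 also: cells cotransfected with COUP-TFII expression vector driving the NGFI-A reporter; 0% = median of COUP-TF2 test wells and 100% = reporter-only cells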
Target sequence (P24468 whole entry, looked up): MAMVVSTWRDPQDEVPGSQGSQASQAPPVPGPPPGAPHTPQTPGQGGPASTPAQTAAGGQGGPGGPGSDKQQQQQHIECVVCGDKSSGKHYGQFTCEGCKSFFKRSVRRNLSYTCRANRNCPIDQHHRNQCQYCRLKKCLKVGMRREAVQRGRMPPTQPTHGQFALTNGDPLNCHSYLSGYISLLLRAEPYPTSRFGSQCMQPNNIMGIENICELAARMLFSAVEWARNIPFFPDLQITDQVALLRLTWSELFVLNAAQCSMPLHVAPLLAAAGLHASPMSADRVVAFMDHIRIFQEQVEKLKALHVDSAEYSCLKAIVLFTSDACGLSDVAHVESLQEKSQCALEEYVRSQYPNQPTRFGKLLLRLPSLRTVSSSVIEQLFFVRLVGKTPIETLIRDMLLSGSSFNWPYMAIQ
SRC2 inh = inhibits human steroid receptor coactivator 2 | inhibition, % at 9 µM | Q15596 | 0.17% of 370,000 active | HEK293 GAL4-SRC2 luciferase reporter, luminescence;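 active = inhibition above the mean inhibition of all tested compounds plus 3 SD, set per campaign, cut at about 52% in these data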;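 also: 0% = DMSO treated cells and 100% = cells given Gossypol at 36 µM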
ABHD5 PLIN5 PPI = blocks binding of human ABHD5 to perilipin-5; 0.78% of 360,000 active; Q00G26+Q8WTS1; Split G. princeps luciferase complementation, luminescence, 4 h; AID 602281; inhibition, % at 4 µM;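 active = inhibition above the mean inhibition across every tested compound plus 3 SD, cut at about 22% in these data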;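 also: 0% = DMSO only wells and the 100% control is not disclosed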
MC4R ag barr = agonists of human melanocortin 4 receptor (MC4R) beta-arrestin; U2OS MC4R beta-arrestin complementation, luminescence; percent of melanotan II response, DMSO zero; P32245; 0.98% of 360,000 active; AID 540308; activation, % at 8.9 µM;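 active = activation above a per-plate cutoff, the mean activation of sample wells on that plate plus 3 SD, cut at about 8% in these data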
MC4R antagonist = blocks human MC4R cAMP signaling; MC4R-expressing cells, MTII-stimulated cAMP, LANCE TR-FRET; inhibition, % at 6.5 µM; 0.48% of 360,000 active; AID 540295;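 active = inhibition above its plate's cutoff, the mean of tested wells on that plate plus 3 SD, cut at about 29% in these data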;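 also: 0% = Melanotan II alone and 100% = Melanotan II plus saturating MCL0020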
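System: U2OS cells stably expressing human melanocortin 4 receptor (MC4R). Reagent: Melanotan II challenge after compound preincubation. Doses: 6.5 µM. Times: 30-min compound, 1-h challenge, 1-h detection, room temperature. Measured by: TR-FRET with Eu-cAMP and labeled anti-cAMP, 671 nm. Replicates: singlicate.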
EBV LMP1 NFkB = Epstein-Barr LMP1 NF-kappaB reporter inhibition; LMP1-induced NF-kappaB luciferase reporter cells, luminescence; inhibition, % at 12.5 µM; 0.69% of 350,000 active; in the data active = inhibition above about 41%;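 also: 0% = neutral control wells and 100% = reference inhibitor control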
NCOA3 inh = inhibitors of human steroid receptor coactivator 3 (SRC3) | HEK293 GAL4-SRC3 luciferase reporter, luminescence | inhibition, % at 3.6 µM | 0.17% of 360,000 active;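 active = inhibition above a per-campaign cutoff, the mean of all compounds plus 3 SD, cut at about 60% in these data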;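 also: 0% = DMSO-treated cells and 100% = gossypol-treated cells at 36 µM; higher means less SRC3-driven luciferase light from the GAL4 reporter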
LRH-1 inv ag = inverse agonists of human LRH-1 (NR5A2). AID 602396. HEK293T StAR-luciferase reporter, LRH-1 transfected, 24 h. 0.13% of 360,000 active. inhibition, % at 3.6 µM;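 active = inhibition above the mean inhibition of all tested compounds plus 3 SD, cut at about 73% in these data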;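 also: 0% = DMSO wells and 100% = reporter-only cells lacking LRH-1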
TLR9-MyD88 block = TLR9-MyD88 interaction inhibition | Q9NR96+Q99836 | CHO BLA complementation TLR9-MyD88, CCF4 FRET ratio | inhibition, % at 4.98 µM | 0.21% of 340,000 active;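 active = inhibition above the mean over all tested compounds plus 3 SD, cut at about 21% in these data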;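 also: 0% = DMSO only wells and 100% = clavulanate BLA inhibitor control wells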
NCOA1 inh = human NCOA1 inhibition | Q15788 | HEK293 GAL4-SRC1 luciferase reporter, luminescence | inhibition, % at 3.6 µM | 0.12% of 360,000 active;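 active = inhibition above the campaign mean plus 3 SD, with each screening campaign given its own cutoff, cut at about 60% in these data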;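 also: 0% = DMSO treated cells and 100% = gossypol at 36 µM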
NOD2-RIPK2 inh = inhibitors of human NOD2-RIPK2 interaction; O43353; CHO BLA complementation NOD2-RIPK2, CCF4 ratio; inhibition, % at 4.98 µM; 0.38% of 360,000 active; in the data active = inhibition above about 21%;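 also: 0% = vehicle only and 100% = reference blocker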
Target sequence (O43353 whole entry, looked up): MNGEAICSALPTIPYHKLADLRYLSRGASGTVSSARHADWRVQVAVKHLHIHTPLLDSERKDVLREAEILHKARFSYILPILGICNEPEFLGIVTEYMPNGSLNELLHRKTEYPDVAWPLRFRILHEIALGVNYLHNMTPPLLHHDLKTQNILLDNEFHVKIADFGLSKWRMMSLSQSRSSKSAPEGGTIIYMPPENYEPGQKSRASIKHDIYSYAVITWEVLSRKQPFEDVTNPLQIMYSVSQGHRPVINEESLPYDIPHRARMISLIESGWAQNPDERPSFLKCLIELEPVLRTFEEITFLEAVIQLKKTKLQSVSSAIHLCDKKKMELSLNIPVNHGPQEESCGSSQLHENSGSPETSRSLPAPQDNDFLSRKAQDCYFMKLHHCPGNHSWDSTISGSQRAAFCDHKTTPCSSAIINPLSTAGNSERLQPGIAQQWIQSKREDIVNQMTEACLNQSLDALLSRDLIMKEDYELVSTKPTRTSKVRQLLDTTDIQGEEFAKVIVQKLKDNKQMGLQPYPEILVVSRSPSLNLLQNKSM
* = called active by the depositor; x = not tested or not shown. Not all compounds are listed. The share of hits here may be higher or lower than overall.

SMILES	COUP-TFII inh	SRC2 inh	ABHD5 PLIN5 PPI	MC4R ag barr	MC4R antagonist	EBV LMP1 NFkB	NCOA3 inh	LRH-1 inv ag	TLR9-MyD88 block	NCOA1 inh	NOD2-RIPK2 inh
Cc1ccc(C)c(S(=O)(=O)N2CCN(C(=O)Cn3c(=O)cnc4ccccc43)CC2)c1	-4	-52	-8	-2.0	-3	4	-20	-9	1	-1	-5
O=C(Nc1ccc(N2CCCC2)c(Cl)c1)c1ccccc1[N+](=O)[O-]	-8	-1	7	-1.4	3	-1	21	-21	-3	-11	-1
COc1ccc(C(=O)OCC(=O)NCCc2ccc(F)cc2)cc1S(=O)(=O)N1CCOCC1	5	-24	-5	-0.6	1	-3	6	10	6	-7	5
O=C(N/N=C/c1ccc2nccnc2c1)c1cccc([N+](=O)[O-])c1	-6	-7	1	-1.3	-5	2	-1	18	-5	7	-11
O=C(NCc1ccco1)C1CCCN1C(=O)Nc1ccccc1 (stereo not given)	8	-24	-3	-1.0	-9	3	8	16	-1	6	4
Fc1cccc(CSc2ccc(-c3ccco3)nn2)c1	-30	-51	1	-0.7	13	-23	-54	-53	0	-44	14
COc1ccc(CCNC(=O)c2ccccc2OCc2c(C)noc2C)cc1	-14	-15	2	-0.4	4	2	3	-25	-1	-12	-7
CCn1c(COc2ccccc2OC)nnc1SCC#N	4	-29	3	-1.4	-4	3	8	-20	-6	-1	7
COc1ccc(S(=O)(=O)Nc2ccncc2)c(C)c1C	-2	0	2	0.1	6	1	22	10	2	2	-6
CCN1CCN(c2ccc(S(=O)(=O)N3CCCCC3)cc2NC(=O)/C=C/c2cccc(OC)c2OC)CC1	12	-3	11	2.2	2	-7	-14	7	2	-3	12
Clc1ccc2nc(-c3ccco3)c(Cc3ccccc3)n2c1	-4	4	55*	x	x	x	9	-8	x	-5	2
Cc1nnc(SCCC(C)C)[nH]c1=O	-20	-2	1	-0.4	4	3	-2	-5	1	3	-2
COc1ccc(-n2c(SCC(=O)Nc3ccc(NC(C)=O)cc3)nc3ccccc3c2=O)cc1	4	7	0	1.3	19	1	-6	-4	-3	17	-6
Cc1ccc(Sc2ncccc2C(=O)O)c(C)c1	-3	10	0	-0.2	9	-4	-12	-7	-7	14	-6
CCOC(=O)c1[nH]c2ccccc2c1NC(=O)COC	5	-17	5	-0.4	4	0	-9	16	-4	3	-5
COc1ccc(S(=O)(=O)CC(=O)c2cc3cccc(C)c3oc2=O)cc1	x	x	-4	-1.0	25	2	-4	-11	-8	1	-11
COc1ccccc1CNC(=O)CN1CCC(NC(=O)c2ccccc2F)CC1	4	-2	-3	-1.3	-4	8	20	7	7	0	-3
COc1ccc(NC(=O)C2=CC(c3ccco3)=NS(=O)(=O)N2C)cc1	-6	-40	6	0.2	12	1	-16	-40	0	-25	-2
COc1ccc(C2=NOC(Cn3nc(-c4ccccc4C)cc3C(=O)O)C2)cc1 (stereo not given)	-3	-6	1	1.4	6	-6	12	4	1	-6	-1
O=C1CCC([N+](=O)[O-])C(c2ccc(Cl)cc2Cl)N1 (stereo not given)	8	-23	2	0.8	5	-7	30	8	6	6	-7
O=C(CSc1nc(C(F)(F)F)cc(=O)[nH]1)N1CCCCCC1	-3	-14	2	0.1	10	-4	6	-18	-22	-12	-1
Cc1ccc(C)c(N2N=C(C(=O)Nc3ccccc3N3CCOCC3)CCC2=O)c1	-13	17	-2	-0.7	-2	-4	4	-1	-2	-2	-10
CCC(=O)N1CCN(c2ccc(Cl)cc2NC(=O)Cc2ccccc2)CC1	-5	4	-1	-0.1	13	4	2	-1	-10	3	-6
Fc1cccc(CCN2CCNC[C@@H]2c2ccccc2)c1	-4	-4	6	-0.9	-2	3	-18	11	-2	0	-15
Cc1cc(OCc2cc(C(=O)N(C)C3CCOCC3)no2)cc(C)c1Cl	-19	-63	-2	-0.5	-2	-17	-78	-91	-7	-36	6

Later entries.
SMILES	COUP-TFII inh	SRC2 inh	ABHD5 PLIN5 PPI	MC4R ag barr	MC4R antagonist	EBV LMP1 NFkB	NCOA3 inh	LRH-1 inv ag	TLR9-MyD88 block	NCOA1 inh	NOD2-RIPK2 inh
COc1ccc(C(=O)OCC(=O)NCc2ccc3c(c2)OCO3)cc1[N+](=O)[O-]	-4	-14	-1	-2.1	-7	1	2	12	-7	-3	-6
CCCCCOC(=O)C1=C(C)Nc2nnnn2C1c1ccc(OC)c(OC)c1OC (stereo not given)	0	-9	-7	2.9	12	1	4	7	-5	2	0
Cc1cc(NC(=O)COC(=O)c2nccnc2N)n(-c2ccccc2)n1	-2	2	2	-2.5	11	-3	-14	9	5	3	4
CC(C)C(O)C1CCN(Cc2nc(Cc3ccccc3Cl)no2)CC1 (stereo not given)	-5	12	-4	-1.0	4	-4	-1	-21	4	-12	7
COc1ccc(C)cc1S(=O)(=O)NC(C)c1cnn(-c2ccccn2)c1C (stereo not given)	14	-22	-9	-4.6	0	-16	-2	-3	2	-5	3
CCOC(=O)c1c(NC(C)=O)sc2c1CCC(C=O)=C2Sc1ccccc1	5	13	65*	-1.5	-12	-2	12	36	22*	-3	35*
O=C1CCC(C(=O)N2CCCCO2)CN1Cc1cccc(C(F)(F)F)c1 (stereo not given)	-14	14	20	0.2	13	-2	-5	-10	-11	-1	-4
CCc1nn(CCCC(=O)NCc2ccccc2C)c(=O)c2cc3occc3n12	21	-12	8	-0.1	4	8	-17	-6	-19	10	-11
O=C(O)c1ccc(Cn2cnc3c(=O)[nH]cnc32)cc1	-5	-12	2	-1.4	-4	-15	10	7	-2	-3	-15
C=C1c2nc3ccccc3n2C=C(c2ccc(C)cc2)N1c1ccccc1	-25	-101	5	-1.2	-3	9	-12	-7	-10	-27	-4
COc1ccc(-c2sc3ccc(-c4ccc5c(c4)OCO5)cc3c2-c2ccc(OC)nc2)cc1	-10	-2	2	-0.9	-4	-11	-7	-19	0	-44	-8
CCS(=O)(=O)N1CCN(CC(=O)NC2CCCCC2)CC1	18	25	-3	-1.8	20	-5	12	-2	6	-8	1
Cc1cc(Cl)ccc1NC(=O)CN1C(=O)CSc2ccc(S(=O)(=O)N3CCOCC3)cc21	-16	-5	-10	-2.4	1	-4	-3	-7	2	-3	3
Cc1cc(C(=O)CSc2nnc(-c3ccc(F)cc3)o2)c(C)n1CC1COc2ccccc2O1 (stereo not given)	-1	-2	-8	6.6	-3	4	-2	0	3	-11	8
COc1cc2c(C#CCCCO)c(-c3ccc(C#N)cc3)oc(=O)c2cc1OC	-4	-1	3	-0.5	-5	6	-28	20	-10	-16	-14
COc1cc(C(=O)Oc2cccc(/C=N/NC(=O)c3cc(C)[nH]n3)c2)cc(OC)c1OC	-12	3	2	-0.6	-1	7	-32	6	5	-7	-10
COc1ccc2nc(NC(=O)CSCc3c(C)noc3C)sc2c1	4	-19	-3	-1.8	4	-11	-10	-11	0	-13	-5
CSc1cccc(NC(=S)N2CCCN(Cc3ccc(F)cc3)C2)c1	9	3	3	-0.4	15	-3	-2	4	-5	-8	2
O=C(CN1CCN(S(=O)(=O)c2cccc(Cl)c2)CC1)N1CCCCC1	6	-31	-5	0.3	10	-3	-23	16	0	0	-14
O=C(N/N=C/c1coc2ccccc2c1=O)c1cc2ccccc2o1	0	-8	-1	-2.7	-1	-15	16	-14	0	7	-6
CCCCn1c(CN2CCN(C(=O)OCC)CC2)nc2c1c(=O)[nH]c(=O)n2C	x	x	-1	-1.4	6	-10	9	2	-7	-14	7
Cc1cccc(S(=O)(=O)NC(=O)C2(C)CCN2C(=O)CCc2ccccc2)c1 (stereo not given)	5	8	0	-1.9	5	x	-6	-12	x	4	-3
COc1cc(NS(=O)(=O)c2ccc(C)cc2)c2ncccc2c1	1	-70	-3	-4.2	-17	-6	-39	22	22*	-60	51*

Sorted by SMILES length (highest first): part of the list above.
SMILES	COUP-TFII inh	SRC2 inh	ABHD5 PLIN5 PPI	MC4R ag barr	MC4R antagonist	EBV LMP1 NFkB	NCOA3 inh	LRH-1 inv ag	TLR9-MyD88 block	NCOA1 inh	NOD2-RIPK2 inh
COc1cc(C(=O)Oc2cccc(/C=N/NC(=O)c3cc(C)[nH]n3)c2)cc(OC)c1OC	-12	3	2	-0.6	-1	7	-32	6	5	-7	-10
COc1ccc(-c2sc3ccc(-c4ccc5c(c4)OCO5)cc3c2-c2ccc(OC)nc2)cc1	-10	-2	2	-0.9	-4	-11	-7	-19	0	-44	-8
Cc1cc(C(=O)CSc2nnc(-c3ccc(F)cc3)o2)c(C)n1CC1COc2ccccc2O1 (stereo not given)	-1	-2	-8	6.6	-3	4	-2	0	3	-11	8
COc1ccc(C(=O)OCC(=O)NCc2ccc3c(c2)OCO3)cc1[N+](=O)[O-]	-4	-14	-1	-2.1	-7	1	2	12	-7	-3	-6
CCCCn1c(CN2CCN(C(=O)OCC)CC2)nc2c1c(=O)[nH]c(=O)n2C	x	x	-1	-1.4	6	-10	9	2	-7	-14	7
COc1cc2c(C#CCCCO)c(-c3ccc(C#N)cc3)oc(=O)c2cc1OC	-4	-1	3	-0.5	-5	6	-28	20	-10	-16	-14
CCCCCOC(=O)C1=C(C)Nc2nnnn2C1c1ccc(OC)c(OC)c1OC (stereo not given)	0	-9	-7	2.9	12	1	4	7	-5	2	0
CCc1nn(CCCC(=O)NCc2ccccc2C)c(=O)c2cc3occc3n12	21	-12	8	-0.1	4	8	-17	-6	-19	10	-11
C=C1c2nc3ccccc3n2C=C(c2ccc(C)cc2)N1c1ccccc1	-25	-101	5	-1.2	-3	9	-12	-7	-10	-27	-4
CC(C)C(O)C1CCN(Cc2nc(Cc3ccccc3Cl)no2)CC1 (stereo not given)	-5	12	-4	-1.0	4	-4	-1	-21	4	-12	7
COc1cc(NS(=O)(=O)c2ccc(C)cc2)c2ncccc2c1	1	-70	-3	-4.2	-17	-6	-39	22	22*	-60	51*
O=C(O)c1ccc(Cn2cnc3c(=O)[nH]cnc32)cc1	-5	-12	2	-1.4	-4	-15	10	7	-2	-3	-15
CCS(=O)(=O)N1CCN(CC(=O)NC2CCCCC2)CC1	18	25	-3	-1.8	20	-5	12	-2	6	-8	1
